# hgDAF12 agonist: H. glycines DAF-12 receptor agonists, primary screen, cell-based, luminescence, HEK293, GAL4 fusion, UAS-luciferase; Nuclear hormone receptor DAF-12 (Heterodera glycines), GAL4 fusion; HEK293 GAL4-hgDAF12 UAS-luciferase reporter, agonist luminescence; normalized to butyrate control; activation, % at 6.8 µM; 1.8% of 370,000 active; AID 687014, 2013;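 active = activation above a cutoff set at the mean of all screened compounds plus 3 SD, cut at about 10% in these data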;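 also: 0% = DMSO wells and 100% = sodium butyrate wells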
# PG9 Ab binder: binders of HIV-1 gp120 antibody PG9, primary screen, biochemical, TR-FRET | HIV-1 gp120 / PG9 antibody interaction | 0.43% of 360,000 active | inhibition, % at 6.7 µM | TR-FRET gp120-PG9 antibody binding; in the data active = inhibition above about 8.5%
# hcDAF12 agonist: H. contortus DAF-12 nuclear receptor activators, primary screen, cell-based, luminescence, HEK293, lit1-tk-luc reporter. AID 652067, 2013. HEK293 hcDAF-12 lit1-tk-luc reporter; 0% DMSO, 100% Δ7-dafachronic acid. activation, % at 6.8 µM. 1.4% of 370,000 active;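 active = activation above the mean of all tested compounds plus 3 SD, cut at about 5.5% in these data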;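 also: 100% = response to 3 µM Δ7-dafachronic acid high control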
# DAX1 inh-1: DAX1 (NR0B1) inhibitors on StAR promoter, primary screen, cell-based, luminescence, SF-1 (NR5A1), full-length DAX-1. HEK293T StAR-luciferase reporter, SF-1/DAX-1 repression relief. 1.1% of 370,000 active. AID 652010, 2013. inhibition, % at 6.8 µM;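 active = inhibition above the mean over all tested compounds plus 3 SD, cut at about 3.6% in these data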;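 also: 0% = DAX-1 cells with DMSO and 100% = cells lacking DAX-1 with DMSO; higher inhibition means more luminescence from relief of DAX-1 repression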
# ADAM10 inh: human ADAM10 inhibitors, primary screen, biochemical, QFRET, HTS; 0.62% of 370,000 active; AID 720582, 2013; inhibition, % at 7 µM; recombinant ADAM10, EDANS/DABCYL FRET peptide cleavage, 3 h; Disintegrin and metalloproteinase domain-containing protein 10 (Homo sapiens), O14672;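 active = inhibition above a per-campaign cutoff equal to the mean of compounds falling between control-based bounds plus 3 SD, cut at about 20% in these data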;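 also: 0% = DMSO wells while the 100% control is not disclosed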
# Target sequence (O14672 214-748 limits assumed): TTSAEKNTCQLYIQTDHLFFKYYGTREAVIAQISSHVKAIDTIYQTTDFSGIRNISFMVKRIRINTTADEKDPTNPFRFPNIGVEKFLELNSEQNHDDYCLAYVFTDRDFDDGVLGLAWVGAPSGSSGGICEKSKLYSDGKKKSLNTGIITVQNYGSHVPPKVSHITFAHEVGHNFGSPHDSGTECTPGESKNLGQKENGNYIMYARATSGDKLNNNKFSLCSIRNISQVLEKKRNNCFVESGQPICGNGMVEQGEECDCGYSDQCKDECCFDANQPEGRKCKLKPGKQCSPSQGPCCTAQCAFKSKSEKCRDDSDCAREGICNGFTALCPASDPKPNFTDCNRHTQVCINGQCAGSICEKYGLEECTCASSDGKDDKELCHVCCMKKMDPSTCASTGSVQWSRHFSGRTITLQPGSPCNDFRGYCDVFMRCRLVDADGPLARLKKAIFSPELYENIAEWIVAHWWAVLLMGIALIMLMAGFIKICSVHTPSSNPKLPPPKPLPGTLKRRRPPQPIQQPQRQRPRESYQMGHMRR
# ADAM17 inh: ADAM17 inhibitors, primary screen, biochemical, QFRET. 0.83% of 370,000 active. recombinant ADAM17, EDANS/DABCYL FRET peptide cleavage. inhibition, % at 6.95 µM. Disintegrin and metalloproteinase domain-containing protein 17 (Homo sapiens), P78536;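 active = inhibition above the mean of compounds lying between control limits plus 3 SD, set per campaign, cut at about 8.5% in these data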;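 also: 0% = DMSO-only wells as the low control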
# DAX1 inh-2: DAX1 (NR0B1) inhibitors, primary screen, cell-based, HEK293, Gal4-DAX1, luciferase luminescence. HEK293 Gal4-DAX1 luciferase reporter. inhibition, % at 6.75 µM. 0.99% of 340,000 active. AID 504766, 2011;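 active = inhibition above the mean over all tested compounds plus 3 SD, cut at about 4.2% in these data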;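 also: 0% = DAX1-transfected cells with DMSO and 100% = empty-vector control cells with DMSO; inhibition shows as a rise in luminescence from relieved DAX1 repression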
# Target sequence (P51843 207-470 limits assumed): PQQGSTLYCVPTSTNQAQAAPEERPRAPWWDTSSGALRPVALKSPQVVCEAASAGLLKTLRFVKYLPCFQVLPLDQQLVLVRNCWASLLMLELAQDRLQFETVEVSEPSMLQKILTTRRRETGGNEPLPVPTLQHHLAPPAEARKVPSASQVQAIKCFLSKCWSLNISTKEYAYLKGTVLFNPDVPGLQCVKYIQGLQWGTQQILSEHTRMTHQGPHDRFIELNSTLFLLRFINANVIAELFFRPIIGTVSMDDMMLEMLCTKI
# FXN GAA850 act: FXN promoter activators, primary screen, cell-based, luciferase luminescence, HEK293 lucGAA850. activation, % at 6 µM. HEK293 lucGAA850 FXN promoter luciferase reporter, 24 h; percent of 10 µM SAHA response. AID 540364, 2011. 0.56% of 360,000 active;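 active = activation above the average of all compounds screened plus 3 SD, cutoff fixed separately per campaign, cut at about 7.5% in these data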;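 also: 0% = DMSO wells and 100% = 10 µM SAHA wells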
# SMARCA2 activ: SMARCA2 (BRM) function activators, primary screen, cell-based, luminescence, high throughput; MG213 cells, MMTV-luciferase reporter, dexamethasone, overnight; activation, % at 9.1 µM; 1% of 370,000 active; in the data active = activation above about 7.8%;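 also: 0% = vehicle wells and 100% = reference activator wells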
# ssDAF-12 act: S. stercoralis DAF-12 nuclear receptor activators, primary screen, cell-based, luminescence, HEK293, GRIP1 co-expression, lit1-tk-luc; activation, % at 6.8 µM; Nuclear hormone receptor DAF-12 (Strongyloides stercoralis); 1% of 370,000 active; HEK293 ssDAF-12/GRIP1 lit1-tk-luc reporter; % of 3 µM dafachronic acid response; AID 652126, 2013;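 active = activation above the mean over all tested compounds plus 3 SD, cut at about 0.9% in these data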;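 also: 0% = DMSO-only wells and 100% = 3 µM delta7-dafachronic acid wells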
# NPR1 activator: GC-A stimulated cGMP production enhancers – HEK293 GC-A cells, cGMP TR-FRET, EC30 ANP, primary screen; 0% at EC30 ANP, 100% saturating ANP; activation, % at 10 µM; 0.14% of 370,000 active; AID 1671463, 2021; in the data active = activation above about 40%
# The depositor's hits bear a star; . = not tested or not shown. An unsorted share of the library. About 6.8% of those tested had a hit in this group.
molecule	hgDAF12 agonist	PG9 Ab binder	hcDAF12 agonist	DAX1 inh-1	ADAM10 inh	ADAM17 inh	DAX1 inh-2	FXN GAA850 act	SMARCA2 activ	ssDAF-12 act	NPR1 activator
Cn1cccc1-c1cc(C(=O)O)[nH]n1	3.1	1.3	-2.1	0.8	-10	-6	0.8	1.4	-1	-0.8	0
O=S(=O)(c1ccc(F)cc1)N1CCCc2nc(-c3ccc(F)cc3)ccc21	0.1	0.7	0.9	1.1	-4	-3	.	.	-1	-0.6	-3
COc1cc(OC)c(S(=O)(=O)Nc2ccc(C)cn2)cc1NC(C)=O	-0.6	1.8	0.1	0.2	3	-2	-0.5	0.4	-3	-1.7	-2
CC1CN(C(=O)COC(=O)COc2ccc(C#N)cc2)CC(C)O1 (stereo not given)	-2.7	-0.2	3.0	2.9	-16	-3	2.0	-0.4	0	-1.2	-4
O=C(OCC(=O)N1CCCC1)c1ccc(Cl)c([N+](=O)[O-])c1	1.6	1.1	1.1	-0.3	-7	1	-0.3	0.5	-3	-1.5	-4
Cc1c(C(=O)NCc2ccc(F)cc2)sc(=O)n1Cc1ccc(Cl)c(Cl)c1	-2.5	-1.0	-1.9	-2.2	5	5	.	-3.5	-2	-1.9	-2
CC(C)(Oc1cccc2ccccc12)C(=O)O	2.2	-0.7	1.7	0.6	-3	-4	0.8	1.1	0	-0.7	3
CC(C)C[C@H]1CNC(=S)N1CC1CCCN1C[C@H](CC(C)C)N1C[C@H](Cc2ccc(O)cc2)N(CC2CCCCCC2)C1=S (stereo not given in full)	1.2	1.0	0.0	1.2	0	0	-0.6	-2.3	1	-1.1	0
O=S(=O)(c1ccccc1)c1cnn2c(C(F)(F)F)cc(-c3ccc(F)cc3)nc12	-1.8	-0.5	-0.5	0.1	-23	-6	-0.1	0.2	2	-1.6	4
Cc1cc(OCC(=O)NC2CCCCC2)ccc1Cl	5.8	0.6	1.5	0.4	-6	-3	0.3	4.0	-1	-0.6	-2
CC1CCN(S(=O)(=O)c2ccc(N=NC3=C(O)CC(C)(C)CC3=O)cc2)CC1	-1.4	0.0	-0.6	-0.3	-1	-3	-0.8	-0.3	-4	-1.2	0
Cc1ccc(N2C(=O)N(CC(=O)Nc3ccc(C)c(C)c3)C(=O)C2C)cc1 (stereo not given)	1.0	-1.2	0.4	-1.3	3	-1	-0.2	0.7	-2	-0.6	2
Cc1ccc(-n2nc3c(c2NC(=O)c2cccs2)CSC3)cc1	0.4	1.1	0.2	-0.4	5	2	-0.6	1.4	-2	-1.5	-4
COc1ccc(/C=N/NC(=O)c2ccoc2C)cc1O	7.2	-3.4	5.2	1.3	-2	-1	1.8	2.8	5	-1.1	2
CC(C)CC(=O)Nc1ccc(C(=O)Nc2cccc(O)c2)cc1	5.3	-0.3	2.5	3.0	-8	-1	2.2	1.0	1	-0.5	-4
O=S(=O)(c1ccc(Cl)cc1)N1CCN2CCCC2C1 (stereo not given)	-2.9	-1.4	-0.7	-0.3	-5	2	0.2	0.1	-1	-1.2	-1
Cc1ccc(C)c(NC(=O)CCC(=O)N2CCOc3ccccc32)c1	1.7	0.3	-2.7	-1.0	2	-4	-0.4	1.6	0	-0.6	-1
COc1ccc(C(=O)Nc2c(C)cc(C)cc2C)cc1OC	-1.5	0.0	-1.9	-0.2	6	-1	0.4	-0.3	-2	-1.8	3
O=C(/C=C/c1ccccc1)NC(=S)Nc1ccc2c3c(cccc13)CC2	0.7	-0.5	2.2	0.0	7	0	-1.1	0.3	-5	0.0	0
CCN(CC)CC(C(=O)N(CC)CC)P(=O)(c1ccccc1)c1ccccc1 (stereo not given)	-0.1	0.4	-1.7	-0.2	-2	-5	1.8	0.8	-2	-1.1	-8
Cc1ccc(OCCCC(=O)NNC(=O)c2ccncc2)cc1	1.5	0.6	1.2	0.7	-9	-1	-0.1	-2.7	-1	-0.7	5
NC(=O)c1c(NC(=O)Cn2cnc([N+](=O)[O-])n2)sc2c1CCCC2	0.2	1.8	-1.9	0.0	15	0	-2.3	-0.6	-4	-1.4	4
O=C(NCCOc1ccc2ccccc2c1)c1cncc(Br)c1	-0.2	-3.1	-0.6	0.7	2	-4	-1.1	1.9	-5	-0.9	-5
O=S(=O)(c1ccc(Br)cc1)n1ccc2ccccc21	-1.7	0.7	-0.1	-1.6	-2	-3	0.1	1.7	-5	-1.2	-3
CN(CC(=O)Nc1cccc(F)c1)C(=O)c1ccc(S(=O)(=O)N2CCCC2)cc1	-0.9	2.0	-0.5	-0.7	-9	-1	1.3	-0.5	-1	-0.7	2
COc1ccc(CCN(Cc2cccs2)S(=O)(=O)c2ccc(F)cc2)cc1OC	-1.3	.	-4.3	-2.9	19	15*	.	.	-9	-0.9	3
Oc1cccc(Nc2nc(-c3ccccc3Cl)nc3ccccc23)c1	1.5	-1.6	-2.2	-1.4	-8	-2	-2.3	-2.2	1	-0.9	7
CCn1c2ccccc2c2cc(/C=N/NC(=O)c3ccc(O)cc3)ccc21	-1.6	-0.6	-3.6	-1.2	-189	-54	0.0	-6.2	0	-1.9	-19
Cc1cc(C)c2oc(=O)cc(CN3CCCCC3)c2c1	1.6	1.0	-0.8	0.0	-2	-3	1.1	2.4	3	-0.4	1
CC1CCN(S(=O)(=O)N2CCCC(C(=O)NCc3ccccc3Cl)C2)CC1 (stereo not given)	-3.8	-0.8	-0.8	-0.6	2	-6	-0.1	0.8	-4	-0.3	0
CCOC(=O)C1=C(C)N(CCCC(=O)O)C(=O)NC1c1ccc([N+](=O)[O-])cc1 (stereo not given)	1.0	-0.3	0.1	0.0	-3	-3	0.7	-0.3	0	-1.2	2
Cc1ccc(Cn2c(C3CCCN3c3nc(C)cs3)nc3cc(C(=O)NCCCO)ccc32)cc1 (stereo not given)	0.1	-1.6	-1.5	0.6	-2	0	1.3	-1.7	1	-1.4	6
COC(=O)c1cc2c(c3c4cc(F)ccc4n(S(=O)(=O)c4ccc(C)cc4)c13)C(=O)N(Cc1ccccc1)C2	-3.0	-1.1	-0.8	-0.5	-7	-2	.	.	-4	-1.0	2
CC(=O)N/C(=C/c1ccc(OS(=O)(=O)c2ccc(C)cc2)cc1)C(=O)NCCO	-0.8	0.5	-0.7	0.1	-10	-4	2.4	1.1	-2	-0.3	-4
CC(C)[C@H]1C=C(C(=O)O)O[C@@H](OCc2ccc(CO)cc2)C1	-0.2	0.5	-1.8	-0.3	-3	-3	0.3	0.2	-1	-1.2	4
Cc1ccc(S[C@@H](CCN2CC[C@H](C)CCC2=O)c2ccccc2)cc1	-0.9	1.4	-2.1	-1.2	-2	-3	-0.8	1.7	0	-1.4	-3
CCCCc1nc(Cl)c(C#N)c2c1CCC2	0.4	-3.0	0.6	0.0	-3	-5	.	1.2	2	-2.0	-3
O=C(C[n+]1ccc(/C=C/c2ccccc2)cc1)c1ccc2c(c1)OCCO2	-2.8	0.3	0.5	-0.5	-19	-9	-1.2	-2.1	-4	-1.5	1
CSc1ccccc1NC(=O)c1ccc(C)o1	2.3	0.8	-0.3	1.2	-7	-1	0.5	3.2	-2	-1.1	2
Cc1nnc2sc(SCC(=O)Nc3ccc(Cl)cc3)nn2c1=O	1.3	0.6	-1.2	0.7	5	-1	-0.6	1.8	-2	-1.5	-4
c1ccc(CCCCN2CCN=C2Nc2ccccc2)cc1	-1.8	-0.9	-2.0	-0.1	0	-5	0.5	0.6	0	-1.1	0
CC(C)CCNC(=O)COc1ccc(C(=O)c2ccccc2)cc1	-0.6	-0.2	-3.5	-1.9	1	-3	-2.5	0.8	-4	-2.2	2
CCOC(=O)C(=O)N(Nc1ccccc1C)c1ccccc1C	-0.8	1.5	-1.6	-0.3	-4	-4	-0.8	-0.8	-5	-1.5	-8
COc1cc(/C=N/Nc2ccc(Cl)nn2)cc(OC)c1O	-1.1	-10	-2.6	-0.6	5	0	2.1	1.4	0	-1.4	-1
COc1nc(C#N)nc(N(C)C)n1	-1.2	-3.6	0.3	-0.5	1	1	1.5	-4.8	-2	-0.9	5
O=C(c1cc(COc2ccc(F)cc2Cl)on1)N1CCCC(OCc2cccnc2)C1 (stereo not given)	-0.2	0.0	-1.5	-0.9	-3	-3	-0.1	2.2	-2	-1.3	0
Cc1onc(-c2ccccc2Cl)c1C(=O)Nc1ccccc1N1CCOCC1	0.8	-0.6	-2.7	0.1	-2	0	-0.4	1.2	-2	-1.4	-6
O=C(NCCCN1CCCC1=O)c1ccc(OC(F)(F)F)cc1	-1.9	-2.1	0.3	-0.5	1	0	-1.0	1.9	5	-1.2	3
COc1ccccc1C(=O)NCCn1cc(SCC(=O)NCc2ccco2)c2ccccc21	-2.8	-2.6	0.7	-0.1	9	3	-0.5	-4.0	4	-1.8	-13
COCCCn1cnc2c(c1=O)c1nc3ccccc3nc1n2CCc1ccccc1	-2.5	0.4	-0.9	-0.7	-212	-64	-1.3	0.2	1	-1.6	16
O=C(CCN1C(=O)/C(=C/c2ccccc2F)SC1=S)Nc1ccccn1	1.4	-0.8	-0.5	0.6	-5	-3	1.7	-1.0	-2	-0.4	-3
O=C(Nc1ccncc1)C1CCN(S(=O)(=O)c2cccc(C(F)(F)F)c2)CC1	-0.1	-0.4	-1.5	0.0	-2	-3	-0.4	0.8	-1	-1.3	2
COc1ccc(NC(=S)N2CCCN(Cc3cc(C)ccc3C)C2)cc1	-5.8	0.5	-0.8	0.3	-5	-3	1.4	-1.7	-4	-1.4	-4
CC(C)CCSc1nc(N)c(C#N)cc1C#N	-0.4	-0.8	-2.8	-0.4	-78	-29	-0.1	5.2	0	-2.0	7
Cc1cc(C)c(Cn2c3ccccc3c3cnn(CC(=O)NCc4ccccn4)c(=O)c32)c(C)c1	-1.7	4.4	-0.7	-0.4	-12	-1	-0.1	-1.9	0	-1.8	-24

# Compound activity as filed in PubChem BioAssay.
